# IMPase cell inh: qHTS Assay for Identifying the Cell-Membrane Permeable IMPase Inhibitors. CHO-M1 cells, IP1 accumulation, HTRF TR-FRET ratio. inhibition (IP1 accumulation), % at 46.1 µM. 120,000 tested, under 10 active; active = well fitted curve in the direction sought with a large enough effect in the signal ratio, not every such curve was filed as active; inconclusive = small, poorly fitted or top-dose-only effect, or a change in a side signal; inactive = no such curve, though single readings can be large or run the other way; the % refers to the signal ratio;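 note: cells stimulated with carbachol in lithium chloride buffer; plate controls were DMSO basal wells for no effect and reference inhibitor wells for full effect; higher means more IMPase inhibition seen as more IP1 and lower FRET ratio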
# Target sequence (P97697 whole entry, looked up): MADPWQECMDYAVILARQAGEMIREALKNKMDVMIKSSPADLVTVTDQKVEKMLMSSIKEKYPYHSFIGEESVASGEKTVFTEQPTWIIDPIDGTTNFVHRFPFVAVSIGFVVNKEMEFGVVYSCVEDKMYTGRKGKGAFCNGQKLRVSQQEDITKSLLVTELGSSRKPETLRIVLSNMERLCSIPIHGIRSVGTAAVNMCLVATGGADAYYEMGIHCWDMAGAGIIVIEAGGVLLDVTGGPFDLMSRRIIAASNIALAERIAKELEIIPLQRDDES
#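 CHO-M1, 2000 cells/well, cultured 16–30 h; cpd up to 46 uM; carbachol (50 uM solution, stimulation buffer w/ 50 mM LiCl, pH 7.4), 30 min 37C; IP-One TR-FRET, 10 min RT; Ex 320/Em 665, 620; Hill-fit AC50.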
# 12-hLO inh: qHTS Assay for Inhibitors of 12-hLO (12-human lipoxygenase). hit rate 0.12% among 150,000. purified 12-hLO, xylenol orange hydroperoxide absorbance. AID 1452, 2008. Potency, µM (doses to about 57.1 µM), for inactives: at the highest dose activity change, negative = inhibition, actives largely listed as inhibitors. Polyunsaturated fatty acid lipoxygenase ALOX12 (Homo sapiens), P18054; note: potency is the fitted concentration of half-maximal effect; nearly all actives have a fitted effect of over 55% in size; many of its hits are not listed in these tables
#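 Xylenol orange chromogenic assay: hydroperoxide from 12hLO oxidises Fe(II), giving red-shifted Fe(III)-XO absorbance. Conditions: 150 nM enzyme, 40 uM arachidonic acid, 25 mM Hepes pH 7.0, 0.01% Triton X-100, 30 min, room temperature.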
# 15-hLO-2 inh: qHTS Assay for Inhibitors of 15-hLO-2 (15-human lipoxygenase 2) | Potency, µM (doses to about 57.1 µM), inactives show top-dose activity change, negative = inhibition, hits mostly inhibitors | hit rate 0.56% among 110,000 | Polyunsaturated fatty acid lipoxygenase ALOX15B (Homo sapiens), O15296 | purified 15hLO-2, xylenol orange hydroperoxide absorbance; note: potency is the fitted concentration of half-maximal effect; nearly all actives have a fitted effect of over 60% in size; many of its hits are not listed in these tables
# Target sequence (O15296 whole entry, looked up): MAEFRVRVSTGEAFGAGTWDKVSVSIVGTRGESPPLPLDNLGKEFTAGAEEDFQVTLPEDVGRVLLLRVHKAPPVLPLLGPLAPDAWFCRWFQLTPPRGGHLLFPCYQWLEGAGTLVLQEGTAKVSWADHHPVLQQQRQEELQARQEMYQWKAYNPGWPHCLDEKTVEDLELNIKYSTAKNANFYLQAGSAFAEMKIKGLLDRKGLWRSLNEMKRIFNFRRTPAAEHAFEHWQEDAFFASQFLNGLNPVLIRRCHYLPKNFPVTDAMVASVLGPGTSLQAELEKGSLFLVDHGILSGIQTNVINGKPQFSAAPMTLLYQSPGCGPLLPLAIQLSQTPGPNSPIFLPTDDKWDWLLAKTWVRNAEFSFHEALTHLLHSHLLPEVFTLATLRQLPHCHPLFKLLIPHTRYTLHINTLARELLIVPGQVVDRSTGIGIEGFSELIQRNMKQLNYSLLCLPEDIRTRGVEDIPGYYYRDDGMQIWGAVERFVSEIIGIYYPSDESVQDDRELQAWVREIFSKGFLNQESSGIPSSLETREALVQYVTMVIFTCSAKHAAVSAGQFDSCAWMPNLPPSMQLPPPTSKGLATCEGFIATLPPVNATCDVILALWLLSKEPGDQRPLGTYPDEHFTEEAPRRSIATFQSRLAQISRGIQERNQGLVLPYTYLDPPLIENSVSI
#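 Read-out: hydroperoxide product oxidises ferrous iron, measured as xylenol orange complex via the 573-to-405 nm absorbance ratio after 30 min. Reaction: 50 nM enzyme, 15 min compound preincubation, 45 uM arachidonic acid, 90 min RT, Hepes pH 7.5 with Triton X-100.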
# PNC inhibitor: High Content Assay for Compounds that inhibit the Assembly of the Perinucleolar Compartment; hit rate 3.1% among 140,000; activity change (PNC), negative = inhibition, % at 10 µM; PC3M PTB-GFP, PNC prevalence imaging, 16 h; stronger effect = lower value;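 active = readout at or below -70, meaning at least 70% loss of cells showing the perinucleolar compartment, a nuclear body marking cancer cells; inconclusive = readout between -30 and a set limit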;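 note: plate controls were DMSO wells for no effect and camptothecin positive control wells for full effect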
#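 PC3M cells stably expressing PTB-GFP, 750–1000 cells/well, treated 16 h at 37 °C with compound (23 nl of library stock), in duplicate. After paraformaldehyde fixation and Hoechst stain, imaged at 20x; PNC prevalence scored by image analysis.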
# * = called active by the depositor; ? = inconclusive; . = not tested or not shown; & = joins results of further samples; [ ] = dose if it differs, or a comment. Unless noted, calls come from the whole dose curve; as a rule, active = well fitted curve in the direction sought with a large enough effect; inconclusive = small, poorly fitted or top-dose-only effect, or another doubt; inactive = no such curve, though single readings can be large; an effect the other way counts as inactive or inconclusive. Unless noted, % is set by controls: 0 for no effect and ±100 for the full control effect. Not all compounds are listed, so the mix of outcomes need not match the whole.
SMILES,IMPase cell inh,12-hLO inh,15-hLO-2 inh,PNC inhibitor
C=CCn1c(O)c(/C=C2/C=CC=N2)c(=O)[nH]c1=O,-4,-12%,.,-5
Cn1c(=O)c2[nH]cnc2n(C)c1=O.[CH2-][C@H](Cc1cccc2cc(C(=O)O)c(=O)oc12)OC.[Hg].[OH-],.,1%[11.4 µM],-27%[11.4 µM],.
CCOC(=O)c1c(C)c(P(=S)(N2CCOCC2)N2CCOCC2)n(C)c1C,8,-3%,12%,-121*
C[N+]1(C)CCO[C@@](O)(c2ccc(-c3ccc([C@]4(O)C[N+](C)(C)CCO4)cc3)cc2)C1,1,-5%,-5%,.
CCN(N=Nc1nonc1OC)c1nonc1OC,-1,-2%,.,?
CCOC(C(=O)OCC(O)CN(CC)CC)(c1ccccc1)c1ccccc1 (stereo not given),8,3%,33%[activator],-29
CCN1CCN(C(=O)Cc2coc3cc(C)cc(C)c23)CC1,4,-1%,-2%,11
Cn1c(=O)cc(SCC(=O)N2CCC3(CC2)OCCO3)c2ccccc21,-16,-3%,0%,-27
CN(C)CCOC(=O)c1cn(Cc2ccccc2)c2ccccc12,11,0%,?,-9
O=C1CCCC2[C@@H]3CCCN4CCC[C@@H](CN12)C34 (stereo not given in full),3,-1%,-3%,.
Cc1ccc(-n2c(O)c(C=NCc3cccnc3)c(=O)[nH]c2=O)cc1C,16,5%,-4%,-4
N#Cc1ccc(CN2CC3(CCNCC3)C2)cc1,.,0%,38%[activator],.
S=C(NC1CCCCC1)N1CCC(c2cnc[nH]2)CC1,0&8,0%&-4%,18%&6%,.
Cc1cccc(C(=O)Nc2ccc(Cl)cc2C(=O)c2ccccc2)c1,12,3%,-14%,?
CCN(CC)c1ncnc2c1ncn2[C@@H]1O[C@@H](COP(=O)(O)OP(=O)(O)C(Br)(Br)P(=O)(O)O)[C@H](O)[C@H]1O,-4,-10%,4%,.
c1ccc2c(CNC3CCCCC3)c[nH]c2c1,3,4%,13%,6
O=P(c1ccccc1)(c1nc2ccccc2s1)N1CCOCC1 (stereo not given),5,-1%,-7%,-4
c1ccc(N2CCC3(CCNCC3)CC2)nc1,.,7%,6%,.
Nc1ncnc2c1ncn2[C@@H]1O[C@H](COP(=O)(O)OP(=O)(O)OP(=O)(O)O)[C@H]2OC3(O[C@H]21)C([N+](=O)[O-])=CC(=[N+]([O-])[O-])C=C3[N+](=O)[O-] (stereo not given in full),.,16%[0.00818 µM],2%[0.0915 µM],.
COc1cc(OC2CCN(C(C)=O)CC2)ccc1C(=O)N1CCC(N2C(=O)OCc3ccccc32)CC1,.,-1%[0.00818 µM],-9%[0.0915 µM],.
Cc1cc(Cl)ccc1OCC(=O)O,?,-2%,-2%,?
O=P(O)(O)Cc1c(Cl)cccc1Cl,.,-2%,.,6
COc1ccc(C(=O)O)cc1OC,.,4%,-6%,.
CC1(C)C(C(Cl)Cl)C2(Cl)C(Cl)C(Cl)C1(Cl)C2(Cl)Cl (stereo not given),.,0%,-5%,.
COC(=O)C1=C(N)OC(C)=C(C(C)=O)C12C(=O)N(C)c1ccccc12 (stereo not given),2,-1%,-8%,2

# The last seven compounds of the section before come first, to join the parts.
SMILES,IMPase cell inh,12-hLO inh,15-hLO-2 inh,PNC inhibitor
Nc1ncnc2c1ncn2[C@@H]1O[C@H](COP(=O)(O)OP(=O)(O)OP(=O)(O)O)[C@H]2OC3(O[C@H]21)C([N+](=O)[O-])=CC(=[N+]([O-])[O-])C=C3[N+](=O)[O-] (stereo not given in full),.,16%[0.00818 µM],2%[0.0915 µM],.
COc1cc(OC2CCN(C(C)=O)CC2)ccc1C(=O)N1CCC(N2C(=O)OCc3ccccc32)CC1,.,-1%[0.00818 µM],-9%[0.0915 µM],.
Cc1cc(Cl)ccc1OCC(=O)O,?,-2%,-2%,?
O=P(O)(O)Cc1c(Cl)cccc1Cl,.,-2%,.,6
COc1ccc(C(=O)O)cc1OC,.,4%,-6%,.
CC1(C)C(C(Cl)Cl)C2(Cl)C(Cl)C(Cl)C1(Cl)C2(Cl)Cl (stereo not given),.,0%,-5%,.
COC(=O)C1=C(N)OC(C)=C(C(C)=O)C12C(=O)N(C)c1ccccc12 (stereo not given),2,-1%,-8%,2
CN1C(=O)[C@@H](NC(=O)c2cc3ccccc3[nH]2)N=C(c2ccccc2)c2ccccc21,.,-3%[0.00818 µM],-6%[0.0915 µM],.
COc1cccc(C2C([N+](=O)[O-])=C(N)Oc3c2c(=O)oc2ccccc32)c1 (stereo not given),-2,-4%,-9%,?
CC(=O)OC1CCC23C(=O)OC45CCC(C6=CC(=O)OC6)C4(C)CCC2C5CCC3(O)C1 (stereo not given),.,0%,7%,.
O=C(O)C(Cl)Br (stereo not given),.,4%,-2%,.
N=c1sccn1Cc1ccc(Cl)cc1Cl,.,0%,.,22
O=Cc1cn(Cc2cccc([N+](=O)[O-])c2)c2ccccc12,.,-7%,.,?
C[C@@H]1Cc2c(Cl)cc(C(=O)N[C@@H](Cc3ccccc3)C(=O)O)c(O)c2C(=O)O1,.,3%[0.00818 µM],-8%[0.0915 µM],.
CC1CN(O)C2CCc3c(no[n+]3[O-])C12O (stereo not given),2,0%,-20%,53
[N-]=[N+]=CC(=O)OCC(N)C(=O)O (stereo not given),.,-8%,-9%,.
CCN(CC)c1ccc(/C=N/c2sc3c(c2C#N)C2CCN3CC2)c(O)c1,.,-6%,.,?
Oc1ccc(/C=N/NP(=S)(c2ccccc2)c2ccccc2)cc1O,3,?,?,8
N#CCCn1cc(C(=O)Nc2ccccc2Br)c(-c2ccc([N+](=O)[O-])cc2)n1,-8,-3%,.,7
COC(=O)c1cc2c(cn1)[nH]c1ccccc12,-1,-3%,-6%,.
CCn1cc(C(=O)O)c(=O)c2ccc(C)nc21,-4[20.6 µM],-5%,3%,-14
C[C@H](N)[C@H](O)c1ccc(O)c(O)c1,6[20.6 µM],10%[25.6 µM],16%[25.6 µM],.
O=C1NCN(c2ccccc2)C12CCN(C[C@H]1COc3ccccc3O1)CC2,-4,-26%,25%,.
O=c1[nH]oc2c1CCNC2,3,6%,5%,.
Cn1cc(CCC(=O)N2CCC3(CC2)OCCO3)c2ccccc21,?,-10%,12%,-9
C=CCn1c(O)c(C(C)=NCCO)c(=O)[nH]c1=O,5,-1%,-5%,-14
CC1(C)C(C(=O)NN2C(=O)c3ccccc3C2=O)C1(C)C,3,-6%,0%,23
NCCc1ccccn1,.,2%[0.00818 µM],-14%[0.0915 µM],.
CCC(=O)Nc1cc(C(=O)N2CCC3(CC2)OCCO3)ccc1S(=O)(=O)c1ccc(C)cc1,-3,-3%,0%,32
Fc1ccccc1N1CCN(Cc2c(F)cccc2F)CC1,-4,-13%,-6%,-25
CCOC(=O)c1ccc(NC(=O)c2c(O)[nH]c(=O)[nH]c2=O)cc1,4,2%,7%,?
CC(C)CC1C(C#N)=C(N)Oc2c1c(=O)oc1ccccc21 (stereo not given),2,-2%,-3%,33

# Full records from above.
# `N=c1sccn1Cc1ccc(Cl)cc1Cl` in the list: IMPase cell inh = .; 12-hLO inh = 0%; 15-hLO-2 inh = .; PNC inhibitor = 22
# `C[C@H](N)[C@H](O)c1ccc(O)c(O)c1` in the list: IMPase cell inh = 6[20.6 µM]; 12-hLO inh = 10%[25.6 µM]; 15-hLO-2 inh = 16%[25.6 µM]; PNC inhibitor = .

# New compounds follow:
SMILES,IMPase cell inh,12-hLO inh,15-hLO-2 inh,PNC inhibitor
Cc1cccnc1-n1c(C)nc2ccccc2c1=O,2,-2%,6%,33
Clc1ccc2c(c1)C(c1ccccc1Cl)=NCc1nnc(Br)n1-2,-4,0%,.,33
O=C(CN1CCOCC1)NCC(=O)Nc1ccc(Br)cc1C(=O)c1ccccc1,-4,1%,5%,?
CCOc1ccc(-n2c(O)c(C=Nc3ccc(N(CC)CC)cc3)c(=O)[nH]c2=O)cc1,-8,-7%,-4%,?
C=CCN1CCc2cccc3c2[C@@H]1Cc1ccc(O)c(O)c1-3,-1,-17%,6.3µM*,.
C[C@]12CCC(=O)C=C1CC[C@@H]1[C@@H]2CC[C@@]2(C)[C@H]1CC[C@]2(C)O,.,1%[0.00818 µM],-7%[0.0915 µM],.
Cc1cc(C)nc(/N=C(\N)c2c(O)[nH]c(=O)[nH]c2=O)n1,-12,6%,0%,65
CCCCN1C(=O)/C(=C/c2ccc(N(C)C)cc2)C(=O)N(Cc2ccco2)C1=O,1,-15%,-11%,32
Cc1ccc(CN2CCN(C)CC2)c(C)c1,4,5%,6%,?
CNc1ccc2oc(C[C@@H]3OC4(CC[C@@H]3C)O[C@H](C(C)C(=O)c3ccc[nH]3)[C@H](C)C[C@H]4C)nc2c1C(=O)O (stereo not given in full),.,-5%[0.00818 µM],82%[activator][0.0915 µM],.
N#C/C=C/C#N,.,1%,-7%,.
CC(C)(C)OOC(=O)c1ccccc1,.,-3%,-10%,.
CN1CCN(Cc2ccc(Br)s2)CC1,5,-2%,-12%,8
CN1[C@@H]2CC[C@H]1CC(O[C@@H](c1ccccc1)c1ccc(Cl)cc1)C2 (stereo not given in full),22&11,-2%&-3%,28%&41%,.
c1ccc(CNCCc2ccc3c(c2)OCO3)nc1,-9,0%,.,?
CCCCCC1C(=O)O[C@H](C)[C@@H](NC(=O)c2cccc(NC=O)c2O)C(=O)OC(C)C1OC(=O)CC(C)C (stereo not given in full),.,-8%,-7%,.
NCCCP(=O)(O)CCc1ccccc1,2,-4%,-5%,10
O=C1NC(=O)C2(Cc3ccccc3N3CCCC32)C(=O)N1Cc1ccccc1 (stereo not given),-5,-17%,-10%,42
COc1ccc(OC)c(-n2c(O)c(C=NCc3ccc4c(c3)OCO4)c(=O)[nH]c2=O)c1,-6,-8%,-4%,-23
C=CCn1c(O)c(C(CC)=NCc2cc(OC)cc(OC)c2)c(=O)[nH]c1=O,1[1.84 µM],-5%,-13%[11.4 µM],-30
COc1ccc(-n2c(C)nc3cc(C(=O)N4CCC5(CC4)OCCO5)ccc32)cc1,0,-3%,1%,8
O=C(Oc1ccccc1)N1CCC2(CC1)CN(C(c1ccccc1)c1ccccc1)C2,.,1%,47%[activator],.
O=[N+]([O-])c1cc(C(F)(F)F)cc([N+](=O)[O-])c1Cl,.,2%,-10%,.
COc1ccc(NP(=O)(Oc2ccc(Cl)cc2)Oc2ccc(Cl)cc2)cc1OC,.,-8%,.,-10
CCCCn1c(O)c(C(CC)=NC(C)c2ccccc2)c(=O)[nH]c1=O (stereo not given),9,-6%,-14%,16
# New compounds follow:
SMILES,IMPase cell inh,12-hLO inh,15-hLO-2 inh,PNC inhibitor
CCOC(=O)C(O)(c1ccc(N(C)C(=O)c2ccc(Cl)c(Cl)c2)cc1)C(F)(F)F (stereo not given),.,-2%,.,-15
CN1CCN(c2nc([N+](=O)[O-])nn2C)CC1,.,-5%,.,28
CN1CCN(c2c[nH]c(=O)[nH]c2=O)CC1,-4,7%,.,294
CC(C)c1ccc(N2C(=O)NC(=O)/C(=C\c3cnc(-c4ccccc4)nc3)C2=O)cc1,6,-4%,?,?
Cc1cc(C)cc(-n2c(C)cc(/C=C3\C(=O)NC(=O)N(C)C3=O)c2C)c1,.,-4%,.,-13
NC(=NCCC[C@H](N)C(=O)O)N[N+](=O)[O-],3,-2%,8%,.
NC(=O)c1c(NC(=O)c2ccc(S(=O)(=O)N(CCCl)CCCl)cc2)sc2c1CCCCC2,.,-2%,.,?
OC(c1ccccc1)(c1ccccc1)c1ccncc1,.,0%,.,?
NC(=O)c1ccc(N=Nc2c(O)[nH]c(=O)[nH]c2=O)cc1,3,-2%,.,6
